Assay outcomes: PubChem, several laboratories
MT1-MMP act inh – MT1-MMP (human) activation inhibition. P50281. GFP/RFP ratio change, % at 20 µM. hit rate 0.061% among 360,000. AID 651647. HT1080 RFP-PRO-GFP cells, GFP/RFP ratio fluorescence, overnight; percent of plate control window, DMSO zero;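 active = GFP/RFP ratio change of at least 30% with cell ATP level not reduced by more than half and red fluorescence within 50% of control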; note: strong numbers were not always called active
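Assay system: HT1080 cells carrying an RFP-PRO-GFP reporter | Dosing: Single dose of 20 µM compound, 1% DMSO final | Incubation: Cells overnight before dosing, compound overnight, 37 °C, 5% CO2 | Evaluation: GFP/RFP fluorescence ratio | Control set: DMSO and RFP-L50D-GFP cell wells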
TbMetRS inhib – blocks T. brucei methionyl-tRNA synthetase activity. purified T. brucei MetRS, ATP depletion, Kinase-Glo luminescence. inhibition, % at 11.9 µM. hit rate 0.4% among 360,000. AID 624268;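 active = inhibition above a per-plate cutoff of the control wells' mean inhibition plus 3 SD, cut at about 5.5% in these data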;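 note: 0% = DMSO wells median and 100% = median of wells with control inhibitor compound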
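technique = Kinase-Glo luminescence, ATP depletion format | system = purified MetRS (methionyl-tRNA synthetase) enzyme from Trypanosoma brucei | timing = 15 min preincubation, 2 h reaction, all 25 °C | evaluation = percent inhibition versus plate control medians | dosing = single dose, 11.9 µM final nominal, 0.9% final DMSO | also added = substrates ATP, L-methionine and bulk Escherichia coli tRNA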
FAS TE block – blocks the thioesterase domain of human fatty acid synthase; P49327; recombinant FAS-TE, OMFH fluorogenic substrate, fluorescence endpoint; inhibition, % at 15 µM; hit rate 0.67% among 360,000;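 active = compounds whose normalised, plate-corrected inhibition of enzyme fluorescence in the single-dose primary screen is 50% or more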;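 note: 0% = DMSO with enzyme and 100% = substrate without enzyme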
CendR NRP1 mod – NRP-1/CendR interaction modulation; O14786; FAM-RPARPAR peptide binding to NRP-1, fluorescence polarization; inhibition, % at 25 µM; hit rate 0.85% among 360,000; AID 602438;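 active = inhibition or corrected inhibition above about 18%, plus a signal ratio from 0.5 to 1.5, limit read from the data, passing the limit was not always enough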; note: strong numbers were not always called active
Target sequence (O14786 whole entry, looked up): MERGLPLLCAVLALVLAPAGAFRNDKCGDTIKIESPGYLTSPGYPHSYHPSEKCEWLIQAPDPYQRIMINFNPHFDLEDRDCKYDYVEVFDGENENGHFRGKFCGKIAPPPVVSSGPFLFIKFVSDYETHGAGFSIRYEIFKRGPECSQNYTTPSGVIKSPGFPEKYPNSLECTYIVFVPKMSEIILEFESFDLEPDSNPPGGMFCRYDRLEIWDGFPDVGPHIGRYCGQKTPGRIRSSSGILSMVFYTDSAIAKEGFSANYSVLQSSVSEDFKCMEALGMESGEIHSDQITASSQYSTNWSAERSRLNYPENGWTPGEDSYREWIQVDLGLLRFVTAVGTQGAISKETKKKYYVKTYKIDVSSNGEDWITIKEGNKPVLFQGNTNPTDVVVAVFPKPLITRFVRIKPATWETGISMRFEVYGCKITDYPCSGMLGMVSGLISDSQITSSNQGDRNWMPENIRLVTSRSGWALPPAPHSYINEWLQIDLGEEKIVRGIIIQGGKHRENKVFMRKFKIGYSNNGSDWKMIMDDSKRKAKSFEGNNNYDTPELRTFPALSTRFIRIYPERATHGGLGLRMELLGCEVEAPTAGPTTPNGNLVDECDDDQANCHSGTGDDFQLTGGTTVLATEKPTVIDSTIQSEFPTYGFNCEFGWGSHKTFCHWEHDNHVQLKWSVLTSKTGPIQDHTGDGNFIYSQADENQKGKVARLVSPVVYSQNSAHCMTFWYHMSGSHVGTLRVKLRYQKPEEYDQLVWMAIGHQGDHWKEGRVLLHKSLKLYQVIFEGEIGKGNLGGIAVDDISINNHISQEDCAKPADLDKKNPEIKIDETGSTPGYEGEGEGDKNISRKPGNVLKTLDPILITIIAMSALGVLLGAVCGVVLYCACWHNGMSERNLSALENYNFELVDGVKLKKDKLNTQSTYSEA
eLon inh – E. coli protease La inhibition | inhibition, % at 7.94 µM | AID 602123 | purified E. coli Lon protease, fluorescence polarization | hit rate 0.42% among 360,000; in the data active = inhibition above about 13%, passing the limit was not always enough;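 note: 0% = enzyme with probe and DMSO and 100% = no enzyme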
SKN-1 inh – C. elegans SKN-1 inhibition; inhibition, % at 21.8 µM; C. elegans VP596 Pgst-4::GFP/RFP ratio, acrylamide-induced, 24 h; hit rate 0.49% among 360,000; AID 624304;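 active = interference check ratio from 0.5 to 1.5 plus GFP to RFP signal ratio inhibition reaching or exceeding a fixed threshold, cut at about 30% in these data, passing the limit was not always enough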; note: some compounds called inactive have numbers as strong as hits
PABP1 MLLE inh – inhibitors of microRNA-mediated deadenylation, human PABP1 MLLE binding. hit rate 0.36% among 360,000. AID 588489. GST-MLLE / FITC-PAM2 fluorescence polarization. inhibition, % at 20 µM; in the data active = inhibition above about 35%, passing the limit was not always enough;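 note: plate controls were DMSO wells with GST-MLLE for no effect and wells lacking GST-MLLE protein for full effect; some results filed as inactive read as strong as hits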
bovine MsrA act – activators of bovine methionine sulfoxide reductase A; purified bovine MsrA, absorbance read-out; activation, % at 10.6 µM; hit rate 0.3% among 360,000; AID 602163; in the data active = activation above about 7.5%;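 note: 0% = vehicle and 100% = reference activator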
MsrA inh – bovine MsrA inhibition; purified bovine MsrA, absorbance read-out; inhibition, % at 15.5 µM; hit rate 0.75% among 360,000; in the data active = inhibition above about 4.5%;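 note: 0% = vehicle wells with enzyme and 100% = reference inhibitor wells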
* hit, by the source's call; · = no result given.

(1) O=C(O)[C@H](Cc1ccccc1)NC(=O)C(c1ccccc1)(c1ccccc1)c1ccccc1
(2) CCCc1cc(=O)oc2c(C)c(OC(C)C(=O)NCC(O)c3ccccc3)ccc12 (stereo not given)
(3) COC(=O)c1c(C)nc2ccccc2c1C(=O)O
(4) COC(=O)c1ccc(NC(=S)NNC(=O)CC(C)C)cc1
(5) Cc1ccc(N2C(=O)CC(Sc3ccccc3C(=O)O)C2=O)cc1 (stereo not given)
(6) CCOc1ccccc1NC(=O)NCCc1c[nH]c2ccccc12
(7) O=C(O)C(c1ccccc1)C1(O)CCCC1 (stereo not given)
(8) CCOc1nc(-c2ccccc2)ncc1Oc1ccccc1

Assay by compound,1,2,3,4,5,6,7,8
MT1-MMP act inh,-4,0,0,2,-2,3,1,-1
TbMetRS inhib,0.0,0.6,-0.7,-0.7,-0.9,0.1,-0.7,-0.5
FAS TE block,-4,1,-10,-10,-10,3,-3,31
CendR NRP1 mod,2,22*,16,-22,1,21,-11,6
eLon inh,-13,5,-8,-2,-12,2,8,-3
SKN-1 inh,2,-4,-20,-7,1,-14,21,21
PABP1 MLLE inh,3,-4,-4,13,50*,4,1,2
bovine MsrA act,-3,-3,-11,0,-10,-2,-2,0
MsrA inh,-0.9,1.0,0.3,2.2,0.6,-1.2,-1.6,-0.7

(9) Nc1nc(Nc2ccccc2F)sc1C(=O)c1ccccc1
(10) COc1ccc(C(CNC(=O)C(=O)NC2CCCC2)N2CCN(C)CC2)cc1 (stereo not given)
(11) CCOC(=O)C1=C(C)N(C[C@@H]2CC[C@@H](Cc3ccc(-c4ccccc4)cc3)O2)C(=O)NC1c1ccc(Cl)cc1 (stereo not given in full)
(12) Cc1sc2nc(-c3cccnc3)nc(Cl)c2c1-c1ccccc1
(13) CC(=O)c1ccc(OCC(O)CNCc2ccc3c(c2)OCO3)cc1 (stereo not given)
(14) O=C(CSc1n[nH]c(=O)[nH]c1=O)Nc1c(Cl)cc(Cl)cc1Cl
(15) CCOc1cc(NC(=O)CC(C)C)c(OCC)cc1NC(=O)CCn1nnc2ccccc21
(16) COc1ccc2[nH]c3c(c2c1)CCN1C(=O)C(CC(=O)NCCC2=CCCCC2)C[C@H](C(=O)N2CCCCC2)[C@@]31C (stereo not given in full)

Assay by compound,9,10,11,12,13,14,15,16
MT1-MMP act inh,-5,1,-6,-7,0,2,3,-2
TbMetRS inhib,-0.2,-0.1,0.1,0.3,-0.2,0.0,0.2,-0.2
FAS TE block,8,-8,16,21,2,-7,-10,31
CendR NRP1 mod,2,-2,-1,-21,2,7,-3,-10
eLon inh,-5,1,1,0,0,-19,0,-6
SKN-1 inh,18,14,-4,7,-2,14,5,-13
PABP1 MLLE inh,13,7,8,-9,-20,-12,6,15
bovine MsrA act,-1,-4,-1,-5,-4,-1,-2,-9
MsrA inh,1.5,-0.5,1.3,0.9,-1.0,-0.7,-1.3,0.4

(17) Cc1cc(NC(=O)c2cccc([N+](=O)[O-])c2)no1
(18) CC(C)c1nnc(NC(=O)CC23CC4CC(CC(C4)C2)C3)s1
(19) Cc1ccc(NC(=O)CSc2ccccc2NC(=O)c2cccc(Cl)c2)cc1Cl
(20) C=CCn1c(SCC(=O)Nc2cc(C)nn2-c2ccccc2)nnc1C1CCCCC1
(21) Cc1cccc(OCC(=O)Nc2ccccc2-c2ccccc2)c1
(22) COc1c(Cl)cc(Cl)cc1C(=O)Nc1ccc(NC(=O)c2cccs2)cc1
(23) NNC(=O)c1cccc(COc2cccc(Br)c2)c1
(24) CCOC(=O)N1CCN(C(=O)C[C@@H]2C[C@@]3(C(=O)OCC)CCCC=C3N(Cc3ccccc3)C2=O)CC1

Assay by compound,17,18,19,20,21,22,23,24
MT1-MMP act inh,1,1,0,0,18,-6,-1,1
TbMetRS inhib,-0.1,-1.4,0.1,-1.1,0.0,0.0,-1.1,0.1
FAS TE block,2,-3,-8,-5,17,30,-3,·
CendR NRP1 mod,6,9,-5,-3,-1,-2,12,36*
eLon inh,6,-3,-6,-3,-2,7,0,·
SKN-1 inh,-8,3,6,-1,5,17,4,-5
PABP1 MLLE inh,3,-8,1,-8,9,-2,-4,·
bovine MsrA act,-7,-5,-4,0,-2,0,-9,·
MsrA inh,0.3,-1.1,-0.1,-0.2,-0.6,1.6,1.7,-0.8

(25) CC1(C)OC2OC(COC(=O)c3ccccc3)C3OC(C)(C)OC3C2O1 (stereo not given)
(26) CC(=O)C1=C(O)CCC1=NCCc1ccccc1
(27) CCCCn1c(=O)nc2n(-c3ccccc3C)c3ccccc3cc-2c1=O
(28) COc1ccc(Cl)cc1C(=O)NNC(=O)COC(=O)c1cccs1
(29) CC(=O)Nc1ccc(NS(=O)(=O)c2cc(-c3n[nH]c(=O)c4ccccc34)ccc2C)cc1
(30) CC1=CC(C)(C)N(C(=O)c2ccc(F)cc2)c2cc3c(cc21)OCO3
(31) O=C(COC(=O)CCN1C(=O)C2CC=CCC2C1=O)NCCc1ccccc1 (stereo not given)
(32) COC(=O)c1cc(OC)c(OC)cc1NC(=O)c1ccccc1C

Assay by compound,25,26,27,28,29,30,31,32
MT1-MMP act inh,0,16,1,1,4,-11,-3,0
TbMetRS inhib,-0.1,-0.6,-0.1,-0.6,0.1,0.0,-0.5,-0.8
FAS TE block,-5,-6,-7,0,1,26,-5,0
CendR NRP1 mod,4,-5,-10,-10,-4,1,5,8
eLon inh,6,-12,-4,-7,-19,7,-7,-2
SKN-1 inh,1,1,8,-2,7,24,-6,8
PABP1 MLLE inh,3,17,-32,-1,-15,0,-3,7
bovine MsrA act,-2,-2,-2,-11,-5,-2,-6,-3
MsrA inh,0.4,0.4,0.3,0.1,1.3,0.4,-1.4,-1.3

3 entries already listed, arranged by their value in MT1-MMP act inh, rising.
# | Structure | MT1-MMP act inh
32 | COC(=O)c1cc(OC)c(OC)cc1NC(=O)c1ccccc1C | 0
28 | COc1ccc(Cl)cc1C(=O)NNC(=O)COC(=O)c1cccs1 | 1
29 | CC(=O)Nc1ccc(NS(=O)(=O)c2cc(-c3n[nH]c(=O)c4ccccc34)ccc2C)cc1 | 4

Additional records follow.
(33) COc1cc(NC(=O)COC(=O)CC(NC(C)=O)c2ccccc2)cc(OC)c1 (stereo not given)
(34) COc1ccc(/C(CC2OC(=O)c3ccccc32)=N\NC(N)=O)cc1 (stereo not given)
(35) Cc1ccc(NC(=O)CN(C)C(C)C(=O)Nc2ccc(S(=O)(=O)N3CCCC3)cc2)cc1 (stereo not given)
(36) O=C(Nc1ccc(Cl)cc1)C1CCCC1
(37) Cc1ccc(S(=O)(=O)Nc2ccccc2CNC2CCCCC2)cc1
(38) COC(=O)CCCC1=CC2=C(c3ccccc3)C(=O)C(C)(OC(=O)C3CCCC3)C(=O)C2=CN1CC1CC1 (stereo not given)
(39) O=C(NC(=S)Nc1cc([N+](=O)[O-])ccc1O)c1cccnc1
(40) CCOc1ccc(NC(=O)CCC(=O)NNC(=O)c2cccc([N+](=O)[O-])c2)cc1

Assay by compound,33,34,35,36,37,38,39,40
MT1-MMP act inh,-2,-1,1,2,-4,2,2,0
TbMetRS inhib,-0.6,-0.8,-0.1,-0.1,0.0,-0.4,-0.1,0.2
FAS TE block,-2,-13,10,-3,-2,-3,-1,-6
CendR NRP1 mod,0,14,12,5,8,6,14,-2
eLon inh,2,-3,7,-8,-1,10,-3,4
SKN-1 inh,13,5,11,8,7,3,-1,-2
PABP1 MLLE inh,-6,-2,-39,-2,3,26,42*,-8
bovine MsrA act,-2,-5,0,-1,-2,-1,-2,-7
MsrA inh,0.6,0.1,0.4,0.3,1.3,0.9,0.6,-0.8

(41) CCC(C)(C)n1nnnc1CN1CCSCC1
(42) CCOC(=O)N/N=C/c1ccc(N(CC)CC)cc1O
(43) Cc1cc(NC(=O)CSc2nnc(-c3cccnc3)n2C)no1
(44) CCC(=NNC(=O)c1ccc2c(c1)nc(C)n2CC)c1cc(F)ccc1O
(45) O=C(Cn1[nH]c(=O)c2ccccc2c1=O)OCC(=O)c1ccccc1Cl
(46) CCOC(=O)c1c[nH]n(-c2ccc(C)cc2)c1=O
(47) Cc1cccc(-c2nnc(SCCOc3ccc4c(C)cc(=O)oc4c3)o2)c1
(48) O=C(CCCOc1ccc(Cl)cc1)N1CCCCCC1

Assay by compound,41,42,43,44,45,46,47,48
MT1-MMP act inh,12,5,4,2,4,2,0,-1
TbMetRS inhib,-0.6,-0.8,-0.6,-0.4,-0.6,-0.5,-0.6,0.3
FAS TE block,-6,-8,-6,5,-7,-6,8,3
CendR NRP1 mod,-1,1,-7,13,-11,3,-1,4
eLon inh,-6,-7,-13,-8,12,2,-6,-12
SKN-1 inh,1,-1,5,-1,12,-10,9,15
PABP1 MLLE inh,-2,-3,-3,-31,-15,4,-24,7
bovine MsrA act,-12,-7,-4,-5,-7,-7,-5,-4
MsrA inh,0.6,6.1*,-0.3,1.4,-0.8,0.9,-0.4,-0.2

(49) CC(C)(C)S(=O)N1Cc2cc(CO)ccc2[C@@H]1CCO (stereo not given in full)
(50) CN(CC(=O)Nc1cccc(F)c1)C(=O)CCc1nc2cc(S(=O)(=O)N3CCOCC3)ccc2n1C
(51) c1ccc(N=NN2CCOCC2)cc1
(52) COc1cc(CNC(=O)c2ccc3c(c2)S(=O)(=O)c2ccccc2C3=O)cc(OC)c1
(53) O=C(CSc1ncnc2sc3c(c12)CCCCC3)NCc1ccco1
(54) CCOC(=O)C1CCCCN1Cc1cn[nH]c1-c1ccc(F)cc1F (stereo not given)
(55) CC(C)c1c(C(=O)N/N=C/c2ccc(C(F)(F)F)cc2)nnn1-c1nonc1N
(56) CCOC(=O)C1(CCOC)CCN(C2C3CC4CC(C3)CC2C4)CC1 (stereo not given)
(57) Cc1c(N/C(=N/S(=O)(=O)c2cc([N+](=O)[O-])ccc2Cl)c2ccccc2)c(=O)n(-c2ccccc2)n1C
(58) N#Cc1ccc(Cl)cc1NC(=O)CNc1cccc(S(=O)(=O)N2CCCC2)c1
(59) O=C(CNS(=O)(=O)c1cccc2nsnc12)NC1CCCCC1

Assay by compound,49,50,51,52,53,54,55,56,57,58,59
MT1-MMP act inh,0,6,1,5,-11,-3,6,0,0,3,0
TbMetRS inhib,-0.6,-0.4,0.1,-0.1,-1.3,-0.7,-0.8,-0.4,-0.4,-0.3,-0.1
FAS TE block,-8,-3,-8,23,5,-5,16,-3,38,3,-3
CendR NRP1 mod,-11,4,-11,2,-14,-5,14,8,11,3,7
eLon inh,7,1,0,8,-12,0,2,-6,19*,-9,-9
SKN-1 inh,5,7,5,7,-22,-8,-1,-9,-6,-7,-1
PABP1 MLLE inh,-6,-3,-25,12,2,0,6,16,21,-13,-4
bovine MsrA act,1,-5,-2,-1,-14,-4,-6,-1,-4,-2,0
MsrA inh,-1.2,-0.3,-0.3,0.6,0.8,1.3,0.3,1.8,1.5,-0.3,-0.1
